ST2 IL33 inh – blocks human ST2 binding to IL-33; AlphaLISA ST2-Fc/biotin-IL-33 interaction, 1 h; inhibition, % for hits at 17 µM; 78,000 compounds, 2.3% hits; in the data active means inhibition above about 30%; inconclusive means mostly about 10% to 28%
Target sequence (Q01638 whole entry, looked up): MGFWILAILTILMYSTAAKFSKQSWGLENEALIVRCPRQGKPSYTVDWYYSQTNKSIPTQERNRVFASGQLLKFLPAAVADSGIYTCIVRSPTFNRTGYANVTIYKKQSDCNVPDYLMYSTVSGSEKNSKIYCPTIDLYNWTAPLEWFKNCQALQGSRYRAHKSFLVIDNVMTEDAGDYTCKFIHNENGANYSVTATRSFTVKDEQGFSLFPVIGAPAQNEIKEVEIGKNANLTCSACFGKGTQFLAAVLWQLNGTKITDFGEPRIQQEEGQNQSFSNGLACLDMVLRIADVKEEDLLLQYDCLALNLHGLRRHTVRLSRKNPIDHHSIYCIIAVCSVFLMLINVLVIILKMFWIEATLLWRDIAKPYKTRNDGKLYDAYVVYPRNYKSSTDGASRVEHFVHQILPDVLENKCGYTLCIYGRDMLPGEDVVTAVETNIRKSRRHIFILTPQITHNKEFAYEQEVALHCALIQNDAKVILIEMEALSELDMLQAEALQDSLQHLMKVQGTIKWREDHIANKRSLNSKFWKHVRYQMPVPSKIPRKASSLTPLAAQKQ
Active calls of the source: *; i = inactive; ? = inconclusive.

item	SMILES	ST2 IL33 inh
1	O=C(NCc1ccco1)NC1(C(F)(F)F)Oc2ccc(Cl)cc2O1 (stereo unspecified)	i
2	O=C(Nc1ccc(F)cc1F)c1cccc(Cl)c1Cl	i
3	CN1CCC2(CCC1=O)CCN(c1nccc(C(F)(F)F)n1)CC2	i
4	O=C(Nc1ccc(F)cc1F)c1coc(=O)c2ccccc12	i
5	Cc1occc1C(=O)N1CC[C@@H](c2ccc3ccccc3c2)[C@H](O)C1	?
6	C=C(C)C1CCC(C)C12CC(O)C1(C)OC1C2OC(=O)C(N)CCC(=O)O (stereo unspecified)	?
7	C=CCSc1nnc2c(n1)[nH]c1ccc(C)cc12	?
8	CCOC(=O)c1cnc(SC)nc1-c1ccc(OC)nc1	?
9	COc1cc(/C=C2\C=C(c3ccc(Cl)cc3)OC2=O)cc(Br)c1OC	i
10	COc1ccccc1N1CCN(C(=O)CCCC(=O)O)CC1	i
11	CCOC(=O)N1CCN(C2CCCN(C(=O)c3cccc(N(C)C)c3)C2)CC1 (stereo unspecified)	i
12	N#Cc1c(N2C(=O)Nc3ccccc3N2O)sc2c1CCCCCC2	i
13	CCOC(=O)C1CCN(C(=O)CSc2c3c(nc4ccccc24)CCC3)CC1	?
14	NC(=O)c1cccc(CC2CCN(C(=O)CCc3cccc(F)c3)C2)c1 (stereo unspecified)	i
15	C=CCc1cc(C)ccc1OCCNC(C)C	i
16	CSCCC(Nc1ncnc2ccccc12)C(=O)O (stereo unspecified)	?
17	CC(C)NC[C@H](O)c1ccc(O)c(O)c1	i
18	CCC(C)NC(=O)c1cc2c(=O)n3cccc(C)c3nc2n1C (stereo unspecified)	i
19	CC1=NN(c2cccc(Cl)c2)C(=O)/C1=C\c1ccc(Cl)c([N+](=O)[O-])c1	?
20	Cc1csc(NC(=O)CN2C(=O)CCc3cc(S(=O)(=O)N4CCCC4)ccc32)n1	i
21	CCN(CC)S(=O)(=O)c1ccc(-c2nnc3sc4ccc(C)c(C)c4n23)cc1	i
22	O=C(NCCCN1CCOCC1)c1cc(-c2ccc(Br)s2)nc2ccccc12	?
23	O=C(NC1CCCC1)c1cc(-c2ccc3c(c2)OCO3)on1	i
24	Cc1ccc(C(=O)NCc2ccc(Cl)cc2)o1	?
25	Cn1c(/C=C/c2ccc(Br)cc2)nc2ccccc2c1=O	i

Reprinted at random: 3 compounds from above.
item	SMILES	ST2 IL33 inh
4	O=C(Nc1ccc(F)cc1F)c1coc(=O)c2ccccc12	i
17	CC(C)NC[C@H](O)c1ccc(O)c(O)c1	i
6	C=C(C)C1CCC(C)C12CC(O)C1(C)OC1C2OC(=O)C(N)CCC(=O)O (stereo unspecified)	?

The listing picks up, repeating the 2 entries before the break.
item	SMILES	ST2 IL33 inh
24	Cc1ccc(C(=O)NCc2ccc(Cl)cc2)o1	?
25	Cn1c(/C=C/c2ccc(Br)cc2)nc2ccccc2c1=O	i
26	CC1=C(C(N)=O)C(c2ccccc2)NC(=O)N1 (stereo unspecified)	i
27	Cc1ccccc1Cn1cc(SCC(=O)NCc2ccco2)c2ccccc21	i
28	COc1cccc(C2C(C(=O)OC3CCCC3)=C(C)NC3=C2C(=O)CC(c2ccccc2)C3)c1 (stereo unspecified)	i
29	COc1ccc(C(C#N)(CCC#N)CCC#N)cc1OC	i
30	COc1ccc(-n2nc3ccc(NC(=O)c4cc(Cl)ccc4OC)cc3n2)cc1	?
31	Cc1ccc(Oc2ccc(C#N)c(C#N)c2)cc1C	i
32	C=CCc1cc(OC)ccc1OCCOCCN1CCOCC1	i
33	O=C(Nc1ccccc1O)c1ccccc1I	i
34	CC1CCc2c(sc(NC(=O)c3cc(-c4ccc(F)cc4)on3)c2C(N)=O)C1 (stereo unspecified)	i
35	Cc1c(Cl)c([N+](=O)[O-])nn1CCCC(=O)Nc1cc(Oc2ccccc2)cc([N+](=O)[O-])c1	i
36	C=CCOc1ccc(C(Nc2ccccn2)c2ccc3ccc(C)nc3c2O)cc1 (stereo unspecified)	?
37	Cc1[nH]cnc1-c1n[nH]c(=O)n1Cc1cccs1	?
38	COc1ccc(C(=O)c2oc3ccccc3c2N)cc1	?
39	CCCCC(=O)Nc1cc(C)ccc1OCc1cc(=O)n2oc(C)cc2n1	i
40	CC(c1ccccc1)N1CC(O)C1 (stereo unspecified)	i
41	O=C1C2C3CCC(C3)C2C(=O)N1Cc1ccc(F)cc1 (stereo unspecified)	?
42	CCN(CC)CCNC(=O)C1Cc2cc(S(=O)(=O)N3CCOCC3)ccc2N1C(C)=O (stereo unspecified)	?
43	COCCNc1nc(-c2ccc(C(C)(C)C)cc2)nc2ccccc12	i
44	CC1=C(C(=O)Nc2ccc(C)cn2)C(c2ccc(Cl)cc2)C2=C(CC(C)(C)CC2=O)N1 (stereo unspecified)	?
45	Cc1oc(-c2cccc(Cl)c2)nc1CN1CCN(CC2CCCO2)CC1 (stereo unspecified)	?
46	N#CC(c1ccc(O)cc1)N1CCOCC1 (stereo unspecified)	i
47	CC1=C(C(N)=O)C(c2cccc(Br)c2)n2nc(SCc3ccccc3F)nc2N1 (stereo unspecified)	i
48	COc1cc(-c2nc(=O)[nH]c3ccc(Cl)cc23)cc(OC)c1OC	i
49	CCOC(=O)Cn1nnc(-c2ccc(Br)cc2)n1	i
50	O=C(c1cccc(Oc2ccccc2)c1)N1CCCC(O)(CO)CC1 (stereo unspecified)	i
51	COc1ccc(-c2[nH]nc3c2C(c2cc4c(cc2Br)OCO4)C(C#N)=C(N)O3)cc1 (stereo unspecified)	i
52	O=c1nc(/C=C/c2ccc(-c3ccccc3[N+](=O)[O-])o2)cc(C(F)(F)F)[nH]1	?
53	COc1cc(Br)c(NC(=O)COc2ccc(Cl)cc2)c(Br)c1	?
54	O=C(c1ccco1)N1CCN(S(=O)(=O)c2ccccc2[N+](=O)[O-])CC1	i
55	CCOC(=O)C1=C(N)OC2=C(C(=O)CC(c3ccccc3)C2)C1c1ccccc1Cl (stereo unspecified)	i
56	CCN(CC)c1nc(C(N)=O)cc(-c2ccccc2)n1	i
57	Cc1cc(NC(=O)C(=O)NCCC2=CCCCC2)ccc1Br	i
58	Cn1c2ccccc2n2nc(CCC(=O)O)c(=O)nc12	i
59	O=C(Nc1cccc(F)c1)c1oc2ccccc2c1NC(=O)c1cc2ccccc2oc1=O	i
60	O=C(O)c1ccccc1N1C(=O)c2cc(Cl)c(Cl)cc2C1=O	i
61	O=C(NCC1CCCO1)c1nn2c(c1Cl)NC(c1ccco1)CC2C(F)(F)F (stereo unspecified)	i
62	CCN1CCN(c2cc(C)c3cc(NC(=O)CCC(=O)NCc4ccco4)ccc3n2)CC1	i
63	Cc1ccccc1CNc1ccnc(C(=O)NCCN2CCOCC2)c1	i
64	COc1ccc(C2=CC(c3ccc(Cl)cc3)n3ncnc3N2)cc1OC (stereo unspecified)	?
65	Nc1ccc(Oc2ccc(N)c(N)c2)cc1	44%*
66	O=C(CC[C@@H]1CNC(=O)[C@@H]2C[C@H](NC(=S)NCc3ccco3)CN12)NCc1ccccc1	i
67	CCOc1ccc2nc(N3CCCC(C(=O)N4CCCN(C(=O)c5ccco5)CC4)C3)nc(C)c2c1 (stereo unspecified)	?
68	COc1ccc(N2C(=O)C3CCCN3C2c2ccc(Cl)cc2)cc1Cl (stereo unspecified)	?
69	O=C(NCC1(Cn2cccn2)CC1)c1ncc[nH]1	i
70	N#Cc1c(NC(=O)c2cc(-c3ccc(Br)cc3)on2)sc2c1CCC2	i
71	CCN(CC)CCNc1nc2c(c(=O)n(C)c(=O)n2C)n1Cc1ccc(Cl)c(Cl)c1	i
72	CCCCN(CC)S(=O)(=O)c1ccc(C(=O)Nc2nnc(-c3cccc(OC)c3)o2)cc1	i
73	O=C(NCC1CCCN(Cc2ccco2)C1)C(=O)N1CCCCCC1 (stereo unspecified)	i
74	Nc1c(C(=O)N2CCCCC2)sc2nc(-c3ccccc3)cc(C(F)(F)F)c12	i
75	COc1ccccc1N1CCN(Cc2cccs2)CC1	i

Later entries
item	SMILES	ST2 IL33 inh
76	O=C(NCc1cccnc1-n1ccnc1)c1cn2ccsc2n1	i
77	O=C1NC(=Nc2cccc(Br)c2)SC1(CO)CO	i
78	COc1ccc(-c2noc(COc3ccc(Br)cc3C)n2)cc1OC	i
79	CCS(=O)(=O)NC1CC(=O)N(Cc2ccccc2Cl)C1 (stereo unspecified)	i
80	O=C(NCc1ccccn1)c1sc2ccccc2c1Cl	i
81	Fc1ccccc1CN1CCN(c2ncccn2)CC1	i
82	O=C(O)CCC(=O)Nc1ccccc1C(=O)O	i
83	Cc1ccc(NS(=O)(=O)c2ccc(Br)cc2)cc1C	i
84	c1ccc(-c2nnc([C@H]3CCN(Cc4ccco4)C3)o2)cc1	i
85	Cc1c([N+](=O)[O-])c2ccc(O)cc2n1-c1ccccc1	?
86	N/C(=N/OCC(=O)Nc1cccc([N+](=O)[O-])c1)c1nonc1N	i
87	Cc1cc(C)cc(NC(=O)CSc2nc3c([nH]c4ccccc43)c(=O)n2C)c1	?
88	O=C(c1cccc(Br)c1)N(Cc1ccccc1)Cc1ccccc1	i
89	Cc1cc(Br)ccc1OCC(=O)Nc1ccccc1F	i
90	C=CCN(c1nc(C)c(Cl)c(OC)n1)S(=O)(=O)c1ccc(C)cc1	?
91	CC(C)C(O)(CC#CCN1CCCC1)c1ccccc1 (stereo unspecified)	?
92	O=[N+]([O-])c1cccc(C=Nc2ccc(S(=O)(=O)Nc3ccccn3)cc2)c1	i
93	Cn1c(=O)c2c(nc(SCc3ccc(C(C)(C)C)cc3)n2C)n(C)c1=O	i
94	Cc1ccc(-n2c(=O)n(Cc3ccccc3)c3c(C(N)=O)nc(-c4ccccc4C)nc32)cc1C	i
95	CN1CCN2CCN(C(=O)CCc3cccc(Cl)c3)CC2C1=O (stereo unspecified)	?
96	CC(C)CC(C(=O)O)N1C(=O)c2cc(Cl)c(Cl)cc2C1=O (stereo unspecified)	i
97	CCCCn1c(CN2CCN(c3ccc(OC)cc3)CC2)nc2c1c(=O)[nH]c(=O)n2C	?
98	C=CCNCc1cccn1-c1ccccc1	i
99	O=C(Nc1nc(-c2ccccn2)cs1)c1ccc(C(=O)c2ccccc2)cc1	i
100	Cc1cccc(NC(=O)N2CCC(n3c(C)nc4cccnc43)CC2)c1	?

(more compounds)
nr	molecule	ST2 IL33 inh
101	c1c2c(cc3sc(N4CCOCC4)nc13)OCCO2	i
102	C=C1C(=O)OC2/C=C(\C)CC/C=C(\CO)CC(O)C12 (stereo unspecified)	i
103	CCOC(=O)Cn1c(=O)n(-c2ccc(F)cc2)c2nc(-c3cccc(OC)c3)nc(C(N)=O)c21	i
104	CC(=O)NCC1=CCCN(Cc2noc(-c3ccccc3)n2)C1	i
105	O=C(CCN1CCCCC1c1nccs1)Nc1nnc(C2CC2)s1 (stereo unspecified)	i
106	CC(=O)Nc1ccc(S(=O)(=O)N2CCCCCC2)cc1	i
107	CCc1nnc(NC(=O)c2ccc(S(=O)(=O)N(C)C)cc2)o1	i
108	CCCCOC(=O)C1=C(C)Nc2nnnn2C1c1ccc(C)cc1 (stereo unspecified)	i
109	c1ccc(-c2ncn(CC3CCCO3)c2-c2cccn2-c2ncccn2)cc1 (stereo unspecified)	i
110	CCn1nc(CC(C)C)cc1C(=O)N(C)CC1CCN(CCc2ccc(Cl)cc2)CC1	?
111	COc1ccc(OC)c(NC(=O)c2ccc([N+](=O)[O-])cc2)c1	i
112	O=C(CN1C(=O)c2ccccc2C1=O)Nc1ccccc1C(F)(F)F	i
113	Cc1noc(C)c1C(=O)N1CCn2nc(C(=O)N3CCN(C)CC3)cc2C1	i
114	O=C(c1cc(-c2ccc(Br)cc2)on1)N1CCCc2ccccc21	i
115	CN(Cc1cc(-c2ccncc2)no1)Cc1ccc(Cl)cc1F	i

Reprinted from the part before: 6 entries, then new ones.
nr	molecule	ST2 IL33 inh
110	CCn1nc(CC(C)C)cc1C(=O)N(C)CC1CCN(CCc2ccc(Cl)cc2)CC1	?
111	COc1ccc(OC)c(NC(=O)c2ccc([N+](=O)[O-])cc2)c1	i
112	O=C(CN1C(=O)c2ccccc2C1=O)Nc1ccccc1C(F)(F)F	i
113	Cc1noc(C)c1C(=O)N1CCn2nc(C(=O)N3CCN(C)CC3)cc2C1	i
114	O=C(c1cc(-c2ccc(Br)cc2)on1)N1CCCc2ccccc21	i
115	CN(Cc1cc(-c2ccncc2)no1)Cc1ccc(Cl)cc1F	i
116	O=C(CSc1nc2c(c(=O)n1-c1ccccc1)SCC2)Nc1ccc(F)cc1	?
117	CC1=C[C@@H](CC#N)[C@H](C(C)C)C[C@H]1CC(=O)N1CCN(C)CC1	i
118	Cc1[nH]c(=O)[nH]c(=O)c1S(=O)(=O)Nc1ccccc1F	i
119	N#CCCN(CC(=O)O)S(=O)(=O)c1ccccc1	i
120	COc1ccccc1N1CCN([C@H]2CN(C(=O)c3ccncc3)C[C@@H]2O)CC1	i
121	Fc1ccc(-c2ccc(Cn3ccnc3)cn2)c(Cl)c1	i
122	COC(=O)c1cccnc1-n1c(=O)c2cccnc2n(Cc2ccc(C)cc2C)c1=O	i
123	CC(C)CN(CC(C)C)C(=O)Nc1ccccc1	?
124	O=c1oc2ccc(Br)cc2cc1-c1nc(-c2cccs2)cs1	30%*
125	COc1ccc(Br)cc1/C=C1\C(=O)N(c2ccc(Cl)c(C(=O)O)c2)N=C1C	?
126	O=c1[nH]nc(Cc2cccnc2)n1Cc1cccs1	i
127	O=C(CSc1nc2ccccc2c2nc3ccccc3n12)NCC1CCCO1 (stereo unspecified)	i
128	COc1ccc(S(=O)(=O)N2C[C@@H]3C[C@H](C2)c2c(NC(=O)c4ccco4)ccc(=O)n2C3)cc1	?
129	O=C(c1ccc(F)cc1)N1CCN(S(=O)(=O)c2cc3c4c(c2)CCN4C(=O)CC3)CC1	i
130	Cn1c(=O)c2c(nc(NCCO)n2Cc2ccc(Cl)c(Cl)c2)n(C)c1=O	i

Another view of some results above:
73. O=C(NCC1CCCN(Cc2ccco2)C1)C(=O)N1CCCCCC1 (stereo unspecified)
- ST2 IL33 inh: i
74. Nc1c(C(=O)N2CCCCC2)sc2nc(-c3ccccc3)cc(C(F)(F)F)c12
- ST2 IL33 inh: i
75. COc1ccccc1N1CCN(Cc2cccs2)CC1
- ST2 IL33 inh: i

Following part
nr	molecule	ST2 IL33 inh
131	Cc1cc(Nc2ccccc2)nc(Nc2ccc(NC(=O)C(C)(C)C)cc2)n1	?
132	Cn1ccnc1CN1CCC(c2n[nH]c(=O)n2Cc2ccccc2)CC1	i
133	COc1ccc(OC)c(C(=O)N2CCC3(CC2)CC3C(=O)NCCCc2ccccc2)c1 (stereo unspecified)	i
134	CCOc1cc(/C=C2/NC(=O)NC2=O)cc(Br)c1OCc1ccc(C(=O)O)cc1	i

A portion of the library; rates above refer to the full screens.
